Bioassay records: PubChem BioAssay, several laboratories
Keap1 Nrf2 FP: Keap1-Nrf2 protein-protein interaction inhibitors, primary screen, biochemical, fluorescence polarization, single point. Kelch-like ECH-associated protein 1 (Homo sapiens), Q14145. Keap1 Kelch-Nrf2 peptide fluorescence polarization, 1536-well. inhibition, % at 9.4 µM. actives 0.15% (n = 340,000). AID 504523, 2011; in the data active = inhibition above about 12%;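 note: human Keap1 Kelch domain with fluorescein labeled Nrf2 9mer peptide probe; 0% = neutral control wells and 100% = peptide positive control; higher means more block of Keap1 binding to Nrf2 peptide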
Target sequence (Q14145 whole entry, looked up, the tested form may be a part): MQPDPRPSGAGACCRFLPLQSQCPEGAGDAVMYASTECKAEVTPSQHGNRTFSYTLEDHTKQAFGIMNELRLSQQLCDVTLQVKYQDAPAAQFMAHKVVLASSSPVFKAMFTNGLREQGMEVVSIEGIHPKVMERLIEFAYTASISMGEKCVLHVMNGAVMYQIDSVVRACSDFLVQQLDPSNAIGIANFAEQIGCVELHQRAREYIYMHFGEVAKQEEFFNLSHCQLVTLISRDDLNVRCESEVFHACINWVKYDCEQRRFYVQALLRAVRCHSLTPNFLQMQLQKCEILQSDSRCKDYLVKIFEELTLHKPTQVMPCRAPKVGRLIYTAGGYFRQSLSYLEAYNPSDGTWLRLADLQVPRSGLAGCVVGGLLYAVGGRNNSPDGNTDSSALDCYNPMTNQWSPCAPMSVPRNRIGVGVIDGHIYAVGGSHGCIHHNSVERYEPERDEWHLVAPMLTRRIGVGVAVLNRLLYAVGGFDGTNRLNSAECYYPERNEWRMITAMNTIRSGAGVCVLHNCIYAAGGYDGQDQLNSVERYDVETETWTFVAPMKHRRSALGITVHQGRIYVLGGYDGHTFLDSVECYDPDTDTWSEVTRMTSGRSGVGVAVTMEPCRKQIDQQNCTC
V-ATPase pH: regulators of yeast V-ATPase proton pumping, primary screen, pHLuorin cytosolic pH fluorescence; response, % at 10 µM; S. cerevisiae; actives 0.37% (n = 350,000); in the data active = response mostly above about 7.3%, no sharp cut-off; inactive = mostly below about 5.4%; note: actives read high; inactives centre near 0; some compounds called inactive have numbers as strong as hits; reference of the scale not given here
HTR5A ag ctr: HTR5A agonists in luminescence cell assay, primary screen, counter-screen for OPRM1-OPRD1 heterodimer agonist project, full-deck HTS; AID 504692, 2011; 5-hydroxytryptamine receptor 5A (Homo sapiens), P47898; activation, % at 9.3 µM; cell-based; actives 0.61% (n = 340,000); in the data active = activation mostly above about 9.5%, no sharp cut-off; inactive = mostly below about 7.6%;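 note: 0% = cells with vehicle only and 100% = reference agonist; strong numbers were not always called active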
Target sequence (P47898 whole entry, looked up): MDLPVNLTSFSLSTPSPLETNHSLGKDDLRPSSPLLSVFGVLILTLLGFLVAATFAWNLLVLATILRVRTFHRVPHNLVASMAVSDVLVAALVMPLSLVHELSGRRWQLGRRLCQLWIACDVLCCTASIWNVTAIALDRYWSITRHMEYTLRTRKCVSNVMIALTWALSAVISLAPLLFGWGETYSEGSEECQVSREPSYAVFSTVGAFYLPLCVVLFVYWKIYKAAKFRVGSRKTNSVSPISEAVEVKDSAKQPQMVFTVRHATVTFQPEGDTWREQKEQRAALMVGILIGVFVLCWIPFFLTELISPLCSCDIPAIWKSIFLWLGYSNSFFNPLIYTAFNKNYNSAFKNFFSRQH
CAL PDZ FP: untagged CAL PDZ binding inhibitors, primary screen, biochemical, fluorescence polarization, HTS. Golgi-associated PDZ and coiled-coil motif-containing protein (Homo sapiens), Q9HD26. actives 0.92% (n = 300,000). inhibition, % at 24.9 µM. purified CAL PDZ, TMR-peptide fluorescence polarization, 1 h;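 active = mean inhibition of at least 30% with at least half of replicates also reaching 30%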;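 note: 0% = DMSO neutral control and 100% = excess unlabeled competitor peptide PRC23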
OPRM1-OPRD1 ag: agonists of OPRM1-OPRD1 heterodimerization, primary screen, cell-based, luminescence. Mu-type opioid receptor (Homo sapiens) + Delta-type opioid receptor (Homo sapiens), …. activation, % at 9.3 µM. cells. actives 0.3% (n = 340,000); in the data active = activation above about 18%;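 note: 0% = vehicle-treated cells and 100% = reference agonist; values of inactives mirror those of a sister screen read the other way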
Cardiac RTF inh: cardiac RTF calcium sensitivity inhibitors, primary screen, biochemical, IANBD-TnC fluorescence, EC70 calcium; AID 493244, 2011; Troponin I, cardiac muscle (Homo sapiens) + Troponin T, cardiac muscle (Homo sapiens) + …; inhibition, % at 7.15 µM; actives 0.12% (n = 340,000); IANBD-labeled cardiac RTF, Ca2+ fluorescence;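 active = inhibition above the mean inhibition of all tested compounds plus 3 SD, cut at about 17% in these data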;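 note: assay run at fixed EC70 calcium of 1.6 mM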
cardiac RTF act: cardiac RTF calcium sensitivity activators, primary screen, biochemical, IANBD-TnC fluorescence, EC20 calcium. IANBD-labeled TnC RTF fluorescence at EC20 calcium; 0% EC20 calcium, 100% full calcium. actives 0.24% (n = 340,000). AID 493008, 2010. activation, % at 7.2 µM. Troponin I, cardiac muscle (Homo sapiens) + Troponin T, cardiac muscle (Homo sapiens) + …;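 active = activation above the mean over all tested compounds plus 3 SD, cut at about 30% in these data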;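 note: rise in fluorescence read as greater calcium sensitivity of cardiac thin filaments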
MOR-DOR inv ag: inverse agonists of MOR-DOR heterodimerization, primary screen, cell-based, luminescence. actives 0.21% (n = 340,000). inhibition, % at 9.3 µM. Mu-type opioid receptor (Homo sapiens) + Delta-type opioid receptor (Homo sapiens), …. cell-based MOR-DOR heterodimer luminescence, inverse agonism. AID 504357, 2011; in the data active = inhibition above about 22%, passing the limit was not always enough;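 note: 0% = cells with DMSO and 100% = wells without cells with DMSO; values of inactives mirror those of a sister screen read the other way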
C-LANA FP: inhibitors of KSHV C-LANA binding to DNA, primary screen, biochemical, fluorescence polarization, FAM-LBS DNA, MBP-C-LANA, single point. inhibition, % at 9 µM. actives 0.078% (n = 340,000). Kaposi's sarcoma herpesvirus LANA C-terminal domain (residues 932-1162) DNA binding;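 active = highest replicate inhibition at or above 60% at 9 µM, even if other replicates fall short; inactive = all replicates below 60% inhibition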;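 note: 0% = neutral control wells and 100% = 4 µM acridine orange control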
HTR5A inv ctr: HTR5A inverse agonists in luminescence cell assay, primary screen, counter-screen for OPRM1-OPRD1 heterodimer inverse agonist project, full-deck HTS | 5-hydroxytryptamine receptor 5A (Homo sapiens), P47898 | HTR5A cell line, inverse agonism | inhibition, % at 9.3 µM | actives 0.083% (n = 340,000) | AID 504634, 2011; in the data active = inhibition mostly above about 23%, no sharp cut-off; inactive = mostly below about 18%;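 note: 0% = cells with DMSO and 100% = no-cell wells with DMSO; some compounds called inactive have numbers as strong as hits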
* hit, by the source's call; · = no result given.

SMILES	Keap1 Nrf2 FP	V-ATPase pH	HTR5A ag ctr	CAL PDZ FP	OPRM1-OPRD1 ag	Cardiac RTF inh	cardiac RTF act	MOR-DOR inv ag	C-LANA FP	HTR5A inv ctr
CC(=O)c1ccccc1OC(=O)c1ccc([N+](=O)[O-])o1	-2	1	1	-3	-0.2	-3	4	1	-0.2	-2
Cc1nc(SCC(O)CO)c([N+](=O)[O-])[nH]1 (stereo not drawn)	-2	1	-3	2	-3.2	-8	-1	17	-0.3	22
Cn1nc(C(C)(C)C)cc1C(=O)NNC(=O)c1ccccc1Cl	-1	-4	-5	-5	0.7	-5	13	-4	-3.5	10
O=C(O)CNC(=O)CC1S/C(=N/N=C2/NC(=O)CS2)NC1=O (stereo not drawn)	-7	4	3	1	-1.9	0	3	12	-0.5	-8
CN(C(=O)COC(=O)CCCc1c[nH]c2ccccc12)c1c(N)n(Cc2ccccc2)c(=O)[nH]c1=O	0	1	2	2	-4.3	-4	-2	16	-1.6	21
CC(=O)c1ccc(NC(=O)C2C3CCC(C3)C2C(=O)O)cc1 (stereo not drawn)	0	1	4	15	-1.2	-3	3	6	0.2	-12
CC(=O)c1c(C)[nH]c(C(=O)Nc2ccc(S(=O)(=O)N(C)C)cc2)c1C	0	-2	-3	3	-1.8	-6	-1	10	-0.7	8
CC1CCN(S(=O)(=O)c2ccc(NC(=O)CN3CCN(c4ccccc4)CC3)cc2)CC1	-4	-2	-1	-2	1.9	-1	5	-11	0.5	-6
Cc1ccc(NC(=O)Cn2nnc(C(=O)NCc3cccs3)c2N)cc1F	-4	4	0	-3	-1.0	1	4	5	0.9	19
COc1ccc(-c2cc3c(=O)n(CC(=O)NCc4ccccc4OC)ncn3n2)cc1	-3	13	6	·	0.6	-12	10	-4	-0.8	-19
CCCCn1c(=O)[nH]c(=O)c2c1nc(-c1ccccn1)n2CC	-3	-4	4	-2	0.0	-21	-1	0	1.3	-11
COCCCN(CC(=O)Nc1ccc(N2CCOCC2)cc1)S(=O)(=O)c1ccccc1	2	0	3	3	-0.2	-11	-2	1	-0.5	27
Cc1onc(-c2c(F)cccc2Cl)c1C(=O)NC1=NCCS1	5	0	0	3	-1.1	3	-1	6	3.0	-3
CC(C)C[C@H](NC(=O)OC(C)(C)C)C(=O)N[C@@H](CO)[C@H](O)[C@@H]1C[C@@H]1C(=O)NC1CC1	-1	0	-2	3	-0.9	-6	-2	5	-1.1	6
COc1ccccc1-c1cc(C(=O)Nc2cc(C)on2)no1	-3	-1	-4	-2	1.2	-3	3	-7	-1.2	-18
CN1CCN(C(=O)C2=C[C@H](c3csc4ccccc34)C[C@H](OCc3ccc(CO)cc3)O2)CC1	-3	0	2	-4	-1.4	1	0	8	1.5	-7
Clc1ccc2c(c1)[C@H]1OCC[C@H]1[C@@H](c1ccco1)N2	-31	-1	-3	·	-1.5	-7	4	8	3.7	7
CCN1C(=O)N(C)[C@@H](c2ccccc2)C(C(=O)OC)=C1C	-3	9	3	3	-0.6	-44	-2	3	1.6	-18
O=C(CSC(=S)N1CCOCC1)Nc1ncc2c(n1)CC(c1ccco1)CC2=O (stereo not drawn)	3	-2	-3	-6	-3.8	5	1	19	0.0	9
CCc1ccc(N2CC(C(=O)OCC(=O)Nc3ccccc3C)CC2=O)cc1 (stereo not drawn)	-5	3	-4	-5	-1.2	3	-2	5	-0.6	11

Individual results from the entries so far.
CN(C(=O)COC(=O)CCCc1c[nH]c2ccccc12)c1c(N)n(Cc2ccccc2)c(=O)[nH]c1=O in HTR5A ag ctr has 2
CC(=O)c1c(C)[nH]c(C(=O)Nc2ccc(S(=O)(=O)N(C)C)cc2)c1C in HTR5A inv ctr has 8
Cc1ccc(NC(=O)Cn2nnc(C(=O)NCc3cccs3)c2N)cc1F in HTR5A ag ctr has 0
Cc1nc(SCC(O)CO)c([N+](=O)[O-])[nH]1 (stereo not drawn) in Cardiac RTF inh has -8

Next results follow:
SMILES	Keap1 Nrf2 FP	V-ATPase pH	HTR5A ag ctr	CAL PDZ FP	OPRM1-OPRD1 ag	Cardiac RTF inh	cardiac RTF act	MOR-DOR inv ag	C-LANA FP	HTR5A inv ctr
Cc1ccc(-c2nnn(CC(=O)N(c3ccccc3F)C(C(=O)NCC3CCCO3)c3c[nH]c4ccccc34)n2)cc1 (stereo not drawn)	-3	-1	-6	-7	-2.2	0	1	12	-2.7	16
CSC(=S)N/N=C/c1ccccc1	-3	0	1	2	3.8	8	1	-27	-0.4	-3
O=C(O)C1CCCCC1C(=O)NCCc1ccncc1 (stereo not drawn)	-2	-4	-1	·	-3.0	0	-4	12	0.5	-4
COc1ccc(C(=O)O)cc1S(=O)(=O)N1CCN(c2ccccn2)CC1	0	0	2	-3	-1.2	-9	-2	8	0.9	-11
COC(=O)[C@]1(Cc2ccccc2)N[C@H](CN(C)C(=O)c2ccc(C(C)(C)C)cc2)[C@@H]2C(=O)N(Cc3ccccc3)C(=O)[C@@H]21	-4	2	-3	-3	1.1	7	3	-5	-4.6	10
COc1cccc(N(CC(=O)NC2CCCC2)C(=O)CCC(=O)Nc2nccs2)c1	-2	1	2	-5	-1.2	-14	1	8	0.0	-4
Cc1c(C(=O)O)sc2nc(/C=C/c3cccc(O)c3)[nH]c(=O)c12	-1	4	2	-10	-3.5	-7	-1	16	0.3	-7
COc1cc(/C=N/O)cc(Br)c1OCC(=O)NCc1ccccc1	-9	1	0	-9	0.3	-11	0	-2	-0.9	15
O=C(Cc1ccc(Br)cc1)N1CCc2ccccc2C1	-3	3	-3	-2	-1.7	-7	-4	9	-4.7	-1
Cc1ccc(-c2cc(C(=O)Nc3ccc(S(=O)(=O)Nc4nc(C)cc(C)n4)cc3)c3ccccc3n2)cc1	3	0	0	-1	-2.0	0	-2	12	0.7	-1
CCOC(=O)Cc1csc(NS(=O)(=O)c2ccc([N+](=O)[O-])cc2)n1	2	1	2	-3	0.4	1	-6	-2	2.7	-7
Cc1ccc(S(=O)(=O)NCC(=O)N2CCN(c3ccc(F)cc3)CC2)cc1	2	1	0	-1	-2.5	-2	-1	13	-1.0	4
O=C(COC(=O)CCC(NC(=O)OCc1ccccc1)C(=O)OCC(=O)Nc1ccccc1)Nc1ccccc1 (stereo not drawn)	2	-3	1	-3	-1.4	-7	0	8	0.7	11
Cc1cc(NC(=O)C(C)SCC(=O)Nc2cc(Cl)ccc2N2CCN(C)CC2)no1 (stereo not drawn)	-1	9	7	-6	-2.7	-30	5	14	0.5	-17
CCn1nc(CC(=O)Nc2ccc(-n3cnnn3)c(OC)c2)c2ccccc2c1=O	2	1	1	-2	-0.7	-6	9	4	1.5	4
CC1(c2nnc(-c3ccc(Cl)cc3)o2)CC(c2ccc([N+](=O)[O-])cc2)=NO1 (stereo not drawn)	-4	0	-4	1	-2.2	7	-3	12	1.3	-18
CCC(=O)N1CCN(c2ccc(NC(=S)NC(=O)c3ccc(OC)c([N+](=O)[O-])c3)cc2)CC1	1	-4	-4	4	-4.3	5	-2	22	2.4	11
O=C(O)CCN1CC2([N+](=O)[O-])CC=C(OCCO)C([N+](=O)[O-])(C1)C2 (stereo not drawn)	0	0	-1	1	-2.4	-2	-3	13	-0.5	4
COc1cc(NC(=O)CCN2CC(C)OC(C)C2)cc(OC)c1 (stereo not drawn)	-3	8	1	-6	-2.4	4	-2	11	-2.2	-5
O=C(Cn1cncn1)NCCC(c1ccccc1)c1ccccc1	-6	5	5	-5	-1.0	-7	4	5	1.5	-14
COc1cccc(C2=CC(=O)CCC2)c1OC	-8	-3	-2	0	-3.4	0	5	18	0.2	-15
Cc1ccc(CNS(=O)(=O)c2cc3c(cc2C)N(C)CCO3)cc1	-2	2	3	-1	-0.2	-6	9	1	0.2	-5
CCc1ccc(/C=N/NC(=O)c2cc(C3CC3)nc3ccc(Br)cc23)s1	-5	2	2	·	3.8	-6	4	-21	1.5	-8
Cc1nc2cc(NC(=O)N(C)c3ccc4ccccc4c3)ccc2o1	-6	3	-4	-5	1.8	7	1	-11	0.3	10
CC(=O)Nc1ccc(NC(=O)[C@@H](NC(=O)N2C[C@H]3C[C@@H](C2)c2cccc(=O)n2C3)C(C)C)cc1	-3	-2	0	-4	-1.1	-5	1	6	0.2	0
CC12CCC(=O)C=C1CCC1C2C(O)CC2(C)C1CCC21OCC1=O (stereo not drawn)	2	2	6	2	-0.1	2	4	0	2.3	-22
Fc1ccccc1CSc1ncnc2sc3c(c12)CCCC3	-4	0	-3	-2	-1.3	3	3	7	0.3	-17
O=C(Cn1ncc2c1-c1ccccc1OC2)N1CCN(Cc2ccccc2)CC1	-4	8	7	-3	-0.6	-7	-2	3	2.0	-2
NC1=NC[C@@H](CC2CCCCC2)N1CCc1cc(C(F)(F)F)cc(C(F)(F)F)c1	1	-3	1	-6	0.0	-4	-6	0	0.0	-3
CC(=O)N1CCCN(C(=O)c2cc(COc3c(F)cccc3F)on2)CC1	-8	-2	3	0	0.9	-4	-4	-4	0.3	3
O=C1CCCCN1CCC(=O)N1CCCC(N2CCN(c3ccccc3)CC2)C1 (stereo not drawn)	-4	2	4	-1	-2.2	0	3	11	-0.6	-11
CC(C)S(=O)(=O)c1cnc(N2CCOCC2)nc1N	-1	-2	0	4	-3.7	0	-6	19	0.2	0

Compound profiles, from the list above:
COc1cc(NC(=O)CCN2CC(C)OC(C)C2)cc(OC)c1 (stereo not drawn) is listed with Keap1 Nrf2 FP = -3; V-ATPase pH = 8; HTR5A ag ctr = 1; CAL PDZ FP = -6; OPRM1-OPRD1 ag = -2.4; Cardiac RTF inh = 4; cardiac RTF act = -2; MOR-DOR inv ag = 11; C-LANA FP = -2.2; HTR5A inv ctr = -5
Cc1ccc(NC(=O)Cn2nnc(C(=O)NCc3cccs3)c2N)cc1F is listed with Keap1 Nrf2 FP = -4; V-ATPase pH = 4; HTR5A ag ctr = 0; CAL PDZ FP = -3; OPRM1-OPRD1 ag = -1.0; Cardiac RTF inh = 1; cardiac RTF act = 4; MOR-DOR inv ag = 5; C-LANA FP = 0.9; HTR5A inv ctr = 19
